Screens deposited in PubChem BioAssay by Fisher Drug Discovery Resource Center.
NPYLR7 ag = activates Aedes aegypti NPYLR7 receptor. HEK293T NPYLR7/Galpha15, GCaMP6s calcium fluorescence. 0.15% of 270,000 active. activation, % at 10 µM; in the data active = activation above about 40%;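 also: 0% = vehicle and 100% = reference agonist at the receptor; some compounds past the cut are filed as inactive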
hcGAS inh = inhibitors of human cGAS | Q8N884 | recombinant h-cGAS, ATP depletion, Kinase-Glo luminescence | inhibition, % at 12.5 µM | 0.081% of 290,000 active;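 also: 0% = vehicle reaction and 100% = reaction without DNA for no activity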
Target sequence (Q8N884 whole entry, looked up): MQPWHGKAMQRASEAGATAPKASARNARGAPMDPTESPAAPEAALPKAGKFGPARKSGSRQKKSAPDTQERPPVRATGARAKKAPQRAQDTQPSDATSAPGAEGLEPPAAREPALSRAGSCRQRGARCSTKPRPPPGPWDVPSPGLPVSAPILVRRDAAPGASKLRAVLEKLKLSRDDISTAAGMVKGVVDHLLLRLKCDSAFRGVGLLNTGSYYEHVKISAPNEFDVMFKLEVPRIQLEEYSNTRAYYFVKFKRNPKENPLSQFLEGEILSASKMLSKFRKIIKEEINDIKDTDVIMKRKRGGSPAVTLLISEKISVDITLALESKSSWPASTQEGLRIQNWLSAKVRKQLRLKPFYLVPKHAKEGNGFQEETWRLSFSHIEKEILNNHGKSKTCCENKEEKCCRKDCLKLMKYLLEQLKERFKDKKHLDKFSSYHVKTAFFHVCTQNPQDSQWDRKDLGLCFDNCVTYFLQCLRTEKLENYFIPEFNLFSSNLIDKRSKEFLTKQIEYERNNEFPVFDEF
mcGAS inh = mouse cGAS inhibition by luminescence | 0.15% of 160,000 active | recombinant cGAS, Kinase-Glo ATP depletion luminescence | Q8C6L5 | inhibition, % at 12.5 µM | AID 1259399;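 also: 0% = negative control wells and 100% = reference inhibitor with no enzyme activity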
* = called active by the depositor; nt = not tested or not shown. Rule as the data show it, unless noted: active = inhibition above about 40%; inactive = the rest.

Every second line gives: NPYLR7 ag | mcGAS inh | hcGAS inh
- COc1cccc(NC(=O)CN2CN(c3ccccc3)C3(CCN(C(=O)c4ccc(C)c([N+](=O)[O-])c4)CC3)C2=O)c1
  22 | -5 | -4
- N#CCCN(Cc1ccccc1)C(=O)/C=C(/C(=O)N(CCC#N)Cc1ccccc1)c1ccccc1
  -7 | -7 | -2
- COc1ccc(-n2c(CCC(=O)NCc3cnc(C)cn3)ccc2-c2ccc(Cl)cc2)cc1
  5 | -6 | -5
- CCNC(=O)Cn1nnc(-c2ccccc2I)n1
  12 | -16 | -8
- CCN(CC)C(=O)c1cc(NC(=O)C(Cl)c2ccccc2)ccc1N1CCCC1 (stereo not drawn)
  1 | -4 | -1
- CCN1CCN(C(=O)c2cnc(-c3cc(OC)c(OC)c(OC)c3)nc2N(C)C(C)C)CC1
  nt | -5 | -9
- CC1CCCN(Cc2nc3c(c(=O)n(C)c(=O)n3C)n2Cc2ccccc2F)C1 (stereo not drawn)
  -17 | nt | 2
- COc1ccc(C2C(=C(O)c3ccccc3)C(=O)C(=O)N2CCCN(C)C)cc1OC (stereo not drawn)
  1 | nt | -2
- O=C(CN1CCC1Cc1ccccc1)Nc1ccccc1OC(F)F (stereo not drawn)
  4 | nt | 2
- Cc1cc(CNS(=O)(=O)c2ncn(C)c2Cl)ccc1N(C)C
  3 | -16 | -7
- O=c1n(Cc2ccc3c(c2)OCO3)nc(C2CCNCC2)n1-c1ccccc1
  -3 | nt | -1
- CCCN1CCc2c(sc3c2c(NC(CC)CO)nc2nnnn23)C1 (stereo not drawn)
  69* | nt | -5
- CC(=O)c1ccc(-c2nnc(CCC(=O)NC(c3cccnc3)C(F)(F)F)o2)s1 (stereo not drawn)
  17 | -7 | -1
- CSc1ccc(C(=O)CCC(=O)NCCCOc2cccc([N+](=O)[O-])c2)cc1
  13 | -4 | 0
- Cc1nc(C)c(CC(=O)NC2CC(=O)N(Cc3cccc(F)c3)C2)c(=O)[nH]1 (stereo not drawn)
  11 | nt | -6
- FC(F)(F)c1cccc(N2CCN(c3nc(-c4cccc(Br)c4)nc4ccccc34)CC2)c1
  0 | -6 | -3
- Cc1ccc2c(c1)CCN1C(=O)CN(C(=O)Nc3c(F)c(F)c(F)c(F)c3F)CC21 (stereo not drawn)
  20 | -6 | -10
- CN(Cc1cccc(C(=O)Nc2cn(C)nn2)c1)CC1Cc2ccccc2O1 (stereo not drawn)
  3 | nt | -4
- CCN(CCO)c1ccc(Nc2cc(-c3ccc4ccccc4c3)ncn2)cc1
  6 | nt | -6
- O=S(=O)(c1c(Cl)cccc1Cl)N1CCN(Cc2cccc3cccnc23)CC1
  -6 | nt | -4

Look-ups from the list:
CCN(CCO)c1ccc(Nc2cc(-c3ccc4ccccc4c3)ncn2)cc1 in hcGAS inh has -6
O=S(=O)(c1c(Cl)cccc1Cl)N1CCN(Cc2cccc3cccnc23)CC1 in hcGAS inh has -4
CSc1ccc(C(=O)CCC(=O)NCCCOc2cccc([N+](=O)[O-])c2)cc1 in mcGAS inh has -4
CCNC(=O)Cn1nnc(-c2ccccc2I)n1 in hcGAS inh has -8
N#CCCN(Cc1ccccc1)C(=O)/C=C(/C(=O)N(CCC#N)Cc1ccccc1)c1ccccc1 in mcGAS inh has -7
O=C(CN1CCC1Cc1ccccc1)Nc1ccccc1OC(F)F (stereo not drawn) in hcGAS inh has 2

In a second layout: results already given.
> CCCN1CCc2c(sc3c2c(NC(CC)CO)nc2nnnn23)C1 (stereo not drawn)
  NPYLR7 ag = 69*
  mcGAS inh = nt
  hcGAS inh = -5
> COc1ccc(-n2c(CCC(=O)NCc3cnc(C)cn3)ccc2-c2ccc(Cl)cc2)cc1
  NPYLR7 ag = 5
  mcGAS inh = -6
  hcGAS inh = -5
> Cc1ccc2c(c1)CCN1C(=O)CN(C(=O)Nc3c(F)c(F)c(F)c(F)c3F)CC21 (stereo not drawn)
  NPYLR7 ag = 20
  mcGAS inh = -6
  hcGAS inh = -10
> O=c1n(Cc2ccc3c(c2)OCO3)nc(C2CCNCC2)n1-c1ccccc1
  NPYLR7 ag = -3
  mcGAS inh = nt
  hcGAS inh = -1

The listing picks up, repeating the 5 entries before the break.
Every second line gives: NPYLR7 ag | mcGAS inh | hcGAS inh
- FC(F)(F)c1cccc(N2CCN(c3nc(-c4cccc(Br)c4)nc4ccccc34)CC2)c1
  0 | -6 | -3
- Cc1ccc2c(c1)CCN1C(=O)CN(C(=O)Nc3c(F)c(F)c(F)c(F)c3F)CC21 (stereo not drawn)
  20 | -6 | -10
- CN(Cc1cccc(C(=O)Nc2cn(C)nn2)c1)CC1Cc2ccccc2O1 (stereo not drawn)
  3 | nt | -4
- CCN(CCO)c1ccc(Nc2cc(-c3ccc4ccccc4c3)ncn2)cc1
  6 | nt | -6
- O=S(=O)(c1c(Cl)cccc1Cl)N1CCN(Cc2cccc3cccnc23)CC1
  -6 | nt | -4
- CN(c1ccc(F)cc1)S(=O)(=O)c1cc(C(=O)O)cc2c1CCC2
  1 | nt | -8
- COC1C=CC23c4cc5c(cc4CN(CC2O)[C@@H]3C1)OCO5 (stereo partly drawn)
  3 | nt | 0
- O=C(NCCC(=O)N1CCC[C@H]1CN1CCCC1)c1ccccc1F
  -2 | nt | -6
- CCCC(=O)Nc1nn(CC)c2nc3c(C)cccc3cc12
  -7 | nt | 0
- CCN(CC(=O)NC(C)C)S(=O)(=O)c1c(F)cc(C#N)cc1F
  3 | -16 | -6
- CCc1nc(N(CCOC)CCC(=O)N2CCOCC2)c2ccc(Cl)cc2n1
  nt | -4 | -3
- CC(=O)C(C(=O)N(C)C)n1cnc2c(nnn2-c2ccc(Br)cc2)c1=O (stereo not drawn)
  1 | -1 | -1
- CC(C)Oc1ccc(C(=O)N(C)CC2CCN(CCc3ccc(Cl)cc3)CC2)cc1
  3 | nt | -6
- Cc1ccc(Cc2nc(=S)[nH][nH]2)cc1C
  1 | -7 | -20
- COc1cccc(-n2c(=O)[nH]c3c(C(N)=O)nc(CCc4ccccc4)nc32)c1
  5 | nt | 1
- Cc1cc(NCCCn2ccnc2)n2ncc(-c3ccccc3)c2n1
  -6 | -7 | -5
- Cc1nn(-c2ccc(Cl)cc2)c(C)c1C(=O)NCC(C)C
  20 | -6 | -2
- CC(C)CN(Cc1cccc(OS(C)(=O)=O)c1)C(=O)c1cccc(C(F)(F)F)c1
  -7 | -5 | -9
- Cc1cc(=O)oc(C)c1C(=O)O
  3 | -2 | 10
- Cn1nc(C(C)(C)C)cc1NC(=O)C1(C)CCN1C(=O)CC(c1ccccc1)c1ccccc1 (stereo not drawn)
  -2 | -4 | -6
- CS(=O)(=O)c1ccccc1C(=O)NCC1CN(c2ccc(F)cc2)C(=O)O1 (stereo not drawn)
  7 | nt | -3
- O=c1c2c(nc(SCc3ccccc3)n1-c1ccc(Br)cc1)CCS2
  1 | -2 | 3
- CCN(Cc1ccncc1)C(=O)CSc1n[nH]c(C)n1
  -2 | -8 | -2
- COCCN(C)c1ccc(N)nc1
  13 | nt | -16
- NC(=O)COC(=O)COc1ccc(OCc2ccccc2)cc1
  6 | nt | -7
- Cc1cc(N2CCN(C(=O)Nc3ccccc3C(F)(F)F)CC2)nc(-c2cccc(C(F)(F)F)c2)n1
  -4 | -6 | -9
- NC(=O)c1c(NC(=O)C2CCCO2)sc2c1CCCC2 (stereo not drawn)
  0 | nt | -5
- CCC(CC)C(=O)NCCc1cc2ccc(C)c(C)c2[nH]c1=O
  12 | nt | 0
- N#Cc1ccc(C(=O)Nc2ccccc2NC2CCCCC2)cc1
  5 | -5 | -5
- Cc1cc(C)c(C(=O)CSc2nnc(-c3cccc(S(=O)(=O)N4CCCCC4)c3)o2)c(C)c1
  6 | -9 | -5
- O=C(NCC1CCCO1)c1cc(-c2ccccc2)nc2ccccc12 (stereo not drawn)
  -15 | -5 | -4
- O=C(O)C1CCCN(C(=O)Cc2ccc(Cl)c(Cl)c2)C1 (stereo not drawn)
  -2 | nt | -3
- COc1ccccc1NC(=O)CC(C(=O)O)N(C)C (stereo not drawn)
  0 | nt | -8
- CCN(C1CCCCC1)S(=O)(=O)c1cc2c3c(c1)CCN3C(=O)CC2
  8 | nt | -9
- Nc1nc2nc(C(F)(F)F)[nH]c2c(=O)[nH]1
  -4 | nt | 33
- Cc1ccnc(NC(=O)c2c(O)c3ccccc3n(C)c2=O)c1
  2 | -3 | -4
- CCc1[nH]c(=S)c(C#N)c(C(F)(F)F)c1C
  -1 | nt | -7
- CCCNc1nc(SC)nc2c1cnn2CCNC(=O)c1ccc(C(F)(F)F)cc1
  nt | -4 | 0
- Cc1c(N2C(=O)C(=Cc3cccc([N+](=O)[O-])c3)SC2=S)c(=O)n(-c2ccccc2)n1C
  -2 | 1 | 1
- CC(NC(=O)c1ccc(Br)s1)C(=O)OCCn1ccccc1=O (stereo not drawn)
  -8 | nt | -7
- CC(NC(=O)NCc1ccc(N2CCCC2=O)cc1)c1ccc(S(C)(=O)=O)cc1 (stereo not drawn)
  3 | -17 | 4
- Nc1cc(-c2ccccc2)no1
  1 | nt | 3
- COc1ccc(C(=O)NCCn2ncc3c(=O)n(Cc4ccccc4C)cnc32)cc1
  -2 | -9 | -4
- CC(=O)OC[C@@H]1CN(Cc2ccccc2)C[C@H](n2cnc3c(N4CCCC4)ncnc32)O1
  -11 | -3 | 0
- C=C(C)COc1ccc(C(=O)N(C)C(C)c2ccon2)cc1 (stereo not drawn)
  4 | nt | -3
- O=C(CCc1nccs1)N1CCCCC1Cc1ccc(F)cc1 (stereo not drawn)
  8 | -12 | -5
- CCS(=O)(=O)Oc1ccc(CN(CC(C)C)C(=O)/C=C/c2ccccc2)cc1
  14 | -5 | -9
- CC(NC(=O)c1ccc2c(c1)CCCC2)c1ccccn1 (stereo not drawn)
  4 | nt | -7
- O=C(NCc1cccnc1-n1cnc2ccccc21)c1cc(C2CC2)[nH]n1
  nt | -17 | -2
- CC(C)(C)c1cc2nc(-c3ccccc3F)cc(C(=O)N3CCN(Cc4ccc5c(c4)OCO5)CC3)n2n1
  7 | -6 | -5
- CC(O)c1cccc(-c2cc(NCc3cccnc3)nc3[nH]ccc23)c1 (stereo not drawn)
  1 | -12 | -9
- CCC(C)NC(=O)c1cc(NC(=O)C(C)Cl)ccc1N1CCN(c2ccccc2OC)CC1 (stereo not drawn)
  0 | -6 | -10
- CCN(CC)c1ccc(CN(CCOC)C(=O)c2ccco2)c(OS(=O)(=O)CC)c1
  5 | -5 | -8
- Cc1ccc2[nH]c(C)c(CC(=O)N3CCOC(C)C3)c2c1 (stereo not drawn)
  1 | nt | -16
- COc1ccc(-c2noc(CCC(=O)NNC(=O)c3cc(Cl)ccc3O)n2)cc1
  -2 | 0 | 3
- CCN(C(C)=O)C(C(=O)Nc1cccc(I)c1)c1ccc(F)c(F)c1 (stereo not drawn)
  19 | nt | -4
- CCOc1ccc(-c2ccnc(N3CCN(C(=O)Cc4ccccc4)CC3)n2)cc1
  1 | -7 | -6
- c1ccc(Oc2ccc(-c3cnn4c(NCCc5ccccn5)ccnc34)cc2)cc1
  -7 | -5 | -3
- O=C(CNCc1cccs1)Nc1cccc(Cl)c1
  -1 | -14 | -7
- C=C(Br)Cn1c(CCCC)nc2ccccc21
  0 | nt | -8
- CCC(C)N(Cc1cc(NC(=O)C2CCCC2)ccc1N(C)C)C(=O)c1cccc(F)c1 (stereo not drawn)
  6 | -8 | 0
- COc1ccc2sc(N(Cc3cccnc3)C(=O)c3ccc(C#N)cc3)nc2c1
  -10 | -10 | -6
- Cc1nc2nc(N)nc(OC(C)C)c2nc1C
  3 | -4 | -6
- O=S(=O)(NCc1ccccc1)N1CC=CC1
  25 | nt | -8
- CCO[C@H]1[C@H](NC(=O)CCCn2cncn2)c2ccccc2C12CCNCC2
  3 | -10 | -5

For convenience, 5 of the compounds above.
Every second line gives: NPYLR7 ag | mcGAS inh | hcGAS inh
- CCc1[nH]c(=S)c(C#N)c(C(F)(F)F)c1C
  -1 | nt | -7
- CCCNc1nc(SC)nc2c1cnn2CCNC(=O)c1ccc(C(F)(F)F)cc1
  nt | -4 | 0
- Cc1c(N2C(=O)C(=Cc3cccc([N+](=O)[O-])c3)SC2=S)c(=O)n(-c2ccccc2)n1C
  -2 | 1 | 1
- CC(NC(=O)c1ccc(Br)s1)C(=O)OCCn1ccccc1=O (stereo not drawn)
  -8 | nt | -7
- CC(NC(=O)NCc1ccc(N2CCCC2=O)cc1)c1ccc(S(C)(=O)=O)cc1 (stereo not drawn)
  3 | -17 | 4

Next structures follow:
Every second line gives: NPYLR7 ag | mcGAS inh | hcGAS inh
- C=CCOc1ccc(CN(C)S(=O)(=O)c2c(C)n[nH]c2C)cc1
  5 | nt | -4
- COc1ccc(NC(=O)NCCCn2nc(-c3ccccc3)ccc2=O)cc1
  -3 | nt | 1
- Cc1cc(-c2ccc(S(=O)(=O)N3CCOC(C(F)(F)F)C3)o2)on1 (stereo not drawn)
  nt | -13 | -9
- COc1ccccc1C(=O)Nc1ccc(Nc2ccc(-n3cccn3)nn2)cc1
  -5 | -8 | -3
- N#CC1C(=N)Oc2cc(O)ccc2C1c1ccc2c(c1)OCO2 (stereo not drawn)
  4 | -3 | 2
- CCOC(=O)c1nn(-c2ccccc2C)c(=O)cc1OS(=O)(=O)c1ccc(OC)c(C)c1
  0 | 0 | -5
- COc1ccccc1-c1ccc(SCC(=O)N2CCCC2)nn1
  7 | -7 | -4
- COC(=O)c1ccccc1NC(=O)c1nnn(-c2ccc(C)cc2)c1C
  5 | -10 | -6
- Cc1cc(C(=O)CN2C(=O)NC(c3ccccc3)(c3ccccc3)C2=O)c(C)[nH]1
  3 | -6 | -9
